Giardia kill = Giardia lamblia killing. actives 0.15% (n = 340,000). AID 540267. activity change, % at 7.66 µM, hits read low. Giardia lamblia trophozoite viability; in the data active = activity change below about -80%; inconclusive = between about -30% and that limit;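 also: parasites exposed to compound for two days anaerobically before the ATP read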
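Luminescence from cellular ATP indicates surviving trophozoites (100 cells/well) following 48 hrs anaerobic compound treatment at 37 deg C; signal develops 15-30 min at room temperature.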
hERG WT inh = KCNH2 (human, wildtype) channel inhibition | Q12809 | U2OS, BacMam KCNH2, thallium flux FluxOr; active compounds read low | activity change, % at 1.84 µM | actives 0.37% (n = 340,000) | AID 720551;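 active = maximum activity change below -70%; inconclusive = maximum activity change between -70% and -50%; inactive = maximum activity change above -50%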
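U2OS cells were transduced with wild-type KCNH2 virus (2.03 x 10^8 / mL) for 4 h at room temperature, then cultured overnight at 37 C. Thallium flux was read with FluxOr dye. Rate constants were normalized to DMSO controls.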
KCNH2 3.1 inh = blocks the human KCNH2 3.1 channel isoform. actives 0.95% (n = 340,000). U2OS KCNH2 3.1, thallium flux FluxOr; active compounds read low. AID 720553. activity change, % (tested at about 1.8 µM);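 active = maximum activity change below -70%; inconclusive = maximum activity change from -70% to -50%; inactive = maximum activity change above -50%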;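 also: thallium influx rate constant from kinetic fluorescence after stimulation buffer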
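We transduce U2OS cells with the mutant 3.1 virus, culture them overnight, load FluxOr with Red40 quencher for 45 min, then add stimulation buffer and read kinetically for 2 min to derive a normalized rate constant.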
PKM2 activator = increases activity of human pyruvate kinase M2; actives 0.34% (n = 260,000); Potency, µM (titrated, usually from 57.5 µM), inactives show at the top dose activation, most hits filed as activators; purified PKM2, Kinase-Glo ATP luminescence, activation; response scale: 0% is enzyme alone, no compound; also: potency is read from the fitted curve at half-maximal effect; nearly all actives have a fitted effect of over 55% in size
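Purified hPK-M2 (>95%) run at intermediate activity with 0.1 mM ADP and 0.5 mM PEP in 50 mM imidazole pH 7.2, KCl, MgCl2; 1 h room temperature. ATP formed read by Kinase-Glo luminescence; normalized to uninhibited and no-enzyme controls.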
Coupling enz = inhibits coupling enzyme system, counter-screen for aldolase hits | coupling enzyme system counterscreen, AmpLite Red fluorescence | activity change, negative = inhibition, % at 58.2 µM, hits read low | actives 0.67% (n = 290,000) | AID 2472; in the data active = activity change below about -30%
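Activity here indicates interference with the coupling reaction, not aldolase inhibition. Compounds at 57.5 uM final met coupling enzymes for 10 min at RT; substrate and AmpLite Red detection followed, with a 525/598 nm fluorescence read after 20 min.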
BCR signal inh = blocks chronic active B-cell receptor signaling. ABC-DLBCL IkBa-CBG/CBR reporter, luminescence ratio, 4 h. Potency, µM (series often up to 46.1 µM), without a hit: top-dose ratio change, negative = lower green/red ratio, hits mostly inhibitors. actives 0.05% (n = 340,000); active = well fitted inhibition curve with a large enough effect in the signal ratio, with a control signal flat, not every such curve was filed as active; inconclusive = small, poorly fitted or top-dose-only effect, or effect the other way, or a change in a side signal; the % refers to the signal ratio;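 also: potency is read from the fitted curve at half-maximal effect; plate controls were basal doxycycline-induced cells for no effect and cells given 10 µM MG132 for full effect; MG132 reads +100%, hits lower the ratio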
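TMD8 ABC-DLBCL cells carrying doxycycline-inducible green luciferase fused to IkappaBalpha plus unfused red luciferase were exposed to compounds (up to 46 uM) for 4 hrs at 37C. Activity came from the overlap-corrected green/red luminescence ratio.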
B2AR arrestin = beta2AR (human) beta-arrestin recruitment activity | P07550 | beta-arrestin recruitment to beta2AR, cell-based reporter | Potency, µM (series often up to 46.1 µM), for inactives: at the top dose activation, most hits filed as activators | actives 0.02% (n = 330,000) | AID 492947;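 also: potency is read from the fitted curve at half-maximal effect; 0% = DMSO controls and full agonism = EC100 isoproterenol or metaproterenol; nearly all actives have a fitted effect of over 65% in size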
uPA generation = blocks generation of uPA at the cell surface; cell surface uPA generation assay, qHTS; Potency, µM (doses to about 38.3 µM), for inactives: at the highest dose activity change, negative = inhibition, hits mostly inhibitors; actives 0.31% (n = 330,000); active = well fitted inhibition curve with a large enough effect; inconclusive = small, poorly fitted or top-dose-only effect; inactive = no such curve, though single readings can be large or run the other way; tested in mouse RAW 264.7 cells; also: potency is read from the fitted curve at half-maximal effect; nearly all actives have a fitted effect of over 55% in size
USP2a inh = inhibitors of human ubiquitin-specific protease USP2a | O75604 | USP2 core, Ub-CHOP2 coupled fluorogenic reporter, 485/531 | Potency, µM (titrated, usually from 38.3 µM), for the others: top-dose activity change, negative = inhibition, most hits filed as inhibitors | actives 0.01% (n = 330,000) | AID 463254;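 also: potency is read from the fitted curve at half-maximal effect; plate controls were DMSO wells for no effect and full inhibition by NEM control for full effect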
Target sequence (O75604 whole entry, looked up): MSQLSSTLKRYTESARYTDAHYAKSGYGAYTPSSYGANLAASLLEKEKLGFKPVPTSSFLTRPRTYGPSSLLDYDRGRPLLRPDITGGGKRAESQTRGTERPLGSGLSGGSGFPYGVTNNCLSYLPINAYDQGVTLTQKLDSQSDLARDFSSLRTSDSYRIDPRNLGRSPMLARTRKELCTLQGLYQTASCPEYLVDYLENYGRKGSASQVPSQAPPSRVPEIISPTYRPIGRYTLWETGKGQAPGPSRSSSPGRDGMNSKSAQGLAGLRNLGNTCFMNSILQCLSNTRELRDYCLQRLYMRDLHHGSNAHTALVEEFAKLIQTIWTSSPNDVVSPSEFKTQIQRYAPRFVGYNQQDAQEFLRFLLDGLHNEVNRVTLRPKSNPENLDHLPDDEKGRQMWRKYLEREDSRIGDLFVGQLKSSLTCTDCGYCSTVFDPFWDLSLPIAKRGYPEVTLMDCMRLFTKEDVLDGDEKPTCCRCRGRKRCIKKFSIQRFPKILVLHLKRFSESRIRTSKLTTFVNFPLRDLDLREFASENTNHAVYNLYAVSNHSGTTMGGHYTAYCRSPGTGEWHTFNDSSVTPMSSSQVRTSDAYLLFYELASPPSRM
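Deubiquitinase activity read as fluorescence (485/531 nm) after Ub-CHOP2 cleavage activates the enterokinase reporter on its substrate; USP2 core 10nM, Ub-CHOP2 and substrate 25nM each, 30min compound preincubation then 60min RT; data normalized to NEM, curves fitted.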
Eya2 inh = blocks the phosphatase activity of human Eya2; Potency, µM (top dose mostly 76.9 µM), for inactives: at the top dose activity, negative = inhibition, usual class: inhibitors; recombinant Eya2, OMFP fluorescence dephosphorylation (OMFP is methylfluorescein phosphate); actives 0.006% (n = 330,000); O00167; AID 488837; also: potency is read from the fitted curve at half-maximal effect
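Eya2 protein (added as 0.2 uM solution) was preincubated with compound for 10 min at ambient temperature in 50 mM HEPES pH 7.5, 50 mM NaCl, 5 uM MgCl2, 0.05% BSA, 1 mM DTT. OMFP (added at 50 uM) then reacted 10 min; fluorescence read at 485/525 nm.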
GALK inh = inhibitors of human galactokinase; P51570; Purified GALK, Kinase-Glo residual ATP luminescence; Potency, µM (top dose mostly 57.5 µM), for inactives: at the highest dose activity change, negative = inhibition, hits mostly inhibitors; actives 0.007% (n = 270,000); AID 1868; also: potency is read from the fitted curve at half-maximal effect
Target sequence (P51570 whole entry, looked up): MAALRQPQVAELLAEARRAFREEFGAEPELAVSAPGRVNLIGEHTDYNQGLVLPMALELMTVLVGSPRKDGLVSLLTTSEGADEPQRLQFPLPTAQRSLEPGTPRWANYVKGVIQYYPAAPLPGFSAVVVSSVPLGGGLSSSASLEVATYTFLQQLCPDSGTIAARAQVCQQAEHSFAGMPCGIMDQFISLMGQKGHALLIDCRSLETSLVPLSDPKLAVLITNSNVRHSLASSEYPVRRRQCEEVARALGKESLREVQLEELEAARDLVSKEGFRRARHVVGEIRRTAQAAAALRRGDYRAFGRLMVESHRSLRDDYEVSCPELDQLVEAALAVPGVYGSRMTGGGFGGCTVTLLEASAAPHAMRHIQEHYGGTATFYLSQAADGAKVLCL
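Human GALK (5 nM) with 35 uM ATP and 100 uM galactose in 20 mM HEPES pH 8.0, 5 mM MgCl2, 60 mM NaCl, 1 mM DTT, 0.01% BSA. After 1 h at room temperature, leftover ATP was read by Kinase-Glo Plus luminescence.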
* marks the source's active call; other numbers are inactive results; ? = inconclusive; / = not tested or not shown; & = joins results of further samples; [ ] = remark or other dose. Unless noted, calls follow the shape of the dose curve; as a rule, active = well fitted curve in the direction sought with a large enough effect; inconclusive = small, poorly fitted or top-dose-only effect, or another doubt; inactive = no such curve, though single readings can be large; an effect the other way counts as inactive or inconclusive. Unless noted, % is scaled to controls: 0 for no effect and ±100 for the full control effect. This is a random part of the collection, and some 2.4% of all compounds hit somewhere here.

SMILES	Giardia kill	hERG WT inh	KCNH2 3.1 inh	PKM2 activator	Coupling enz	BCR signal inh	B2AR arrestin	uPA generation	USP2a inh	Eya2 inh	GALK inh
OCCC1CN(Cc2cccc3nccnc23)CCN1Cc1ccc(F)c(F)c1 (stereo not given)	5	10	-3	-1%	-1	12%	-0.8%	5%	1%	9%	-1%
Cn1c(=O)c2c(ncn2Cc2cccc(Cl)c2)n(C)c1=O	0	-7	14	3%	4	?	-0.8%	-10%	1%	-13%	8%
CCOC(=O)NC(=O)c1cn(-c2ccc(OC)cc2)c(=O)[nH]c1=O	-8	0	11	/	1	?	-1.5%	6%	0%	-10%	5%
COc1ccc(/C=N/NC(=O)COc2cccc3ccccc23)c(C(=O)O)c1OC	-1	4	-27	2%	-22	-14%	-1.0%	2%	-16%	-4%	-9%
CCN(Cc1cnn(C)c1)Cc1nc(C(c2ccccc2)c2ccccc2)no1	-12	-13	-6	11%	4	?	0.2%	17%	-15%	1%	0%
CCOC(=O)N/N=C\c1ccc(OC(=O)c2ccco2)cc1	-6	-154*	-3	8%	3	?	0.2%	4%	3%	-4%	0%
COc1ccccc1CCC(=O)Nc1ccc2c(c1)CN(Cc1ccc(C)o1)CC2	15	-1	-24	/	/	?	0.2%	2%	1%	6%	4%
C=CCn1c(CCNC(=O)c2cccs2)n[nH]c1=S	-15	2	12	-5%	2	2%	-0.2%	4%	2%	2%	2%
COc1cccc(-c2nnc(SCC3CNC(=O)O3)n2-c2ccc(Cl)cc2)c1 (stereo not given)	-4	-3	-1	7%	13	-5%	-0.2%	-4%	-1%	-1%	2%
N#Cc1cc2c(nc1SCc1ccccc1)CCCC2	-13	0	4	-4%	-2	?	-0.3%	-6%	-1%	0%	/
O=[N+]([O-])c1ccc2c(c1)nc1n2CCSC1	-6	2	-7	6%	4	-1%	-0.1%	2%	0%	8%	1%
COc1ccc(C(=O)c2coc3ccc(O)c(CN4CCCCC4)c23)cc1	3	7	?	4%	-4	-3%	0.0%	?	0%	18%	0%
CC(=O)Nc1ccc(S(=O)(=O)NC2(C(F)(F)F)NC(=O)N(Cc3ccccc3)C2=O)cc1 (stereo not given)	22	9	/	-2%	0	3%	-0.1%	2%	3%	2%	-3%
CCC(=O)NC(c1ccc(C)cc1)c1cc(Cl)c2cccnc2c1O (stereo not given)	-18	/	/	/	/	-7%	-0.6%	-43%	-7%	6%	/
O=C1CNC(=S)N1C(CO)c1ccccc1 (stereo not given)	-1	-1	-4	/	4	6%	0.4%	0%	3%	-9%	-2%

Limited to PKM2 activator, BCR signal inh and hERG WT inh, for some of the entries so far:
mol	PKM2 activator	BCR signal inh	hERG WT inh
CCOC(=O)NC(=O)c1cn(-c2ccc(OC)cc2)c(=O)[nH]c1=O	/	?	0
COc1ccc(C(=O)c2coc3ccc(O)c(CN4CCCCC4)c23)cc1	4%	-3%	7

Further results follow.
SMILES	Giardia kill	hERG WT inh	KCNH2 3.1 inh	PKM2 activator	Coupling enz	BCR signal inh	B2AR arrestin	uPA generation	USP2a inh	Eya2 inh	GALK inh
Cc1cc(C)nc(SCC(=O)N/N=C/c2cccn2-c2ccc(O)cc2)n1	-1	-10	-3	-3%	-3	?	0.2%	-8%	0%	-1%	-1%
CC(=O)Nc1ccc(NC(=O)C(C)OC(=O)C(C)SCC(=O)Nc2ccc(F)cc2)cc1 (stereo not given)	-19	-1	1	/	/	-9%	-2.9%	9%	0%	-29%	/
COc1ccc(C(=O)NCC(O)COc2ccc(C(C)(C)C)cc2)cc1[N+](=O)[O-] (stereo not given)	/	/	/	6%	2	-16%	0.9%	/	3%	-10%	0%
O=C(COn1nnc2ccc(C(F)(F)F)cc21)Nc1nnc(-c2ccccc2)o1	2	-2	-1	2%	1	0%	0.1%	-1%	2%	-23%	1%
CC1CCC2C(=O)N(c3ccccc3OC(=O)c3ccccc3)C(=O)C2C1 (stereo not given)	7	13	11	0%	0	-1%	0.0%	1%	2%	-14%	-1%
COc1ccc(NC(=O)C2CCCN(S(=O)(=O)c3ccccc3)C2)c(OC)c1 (stereo not given)	-22	-13	-2	2%	-1	-2%	-1.2%	2%	-1%	-8%	-4%
O=S(=O)(c1ccc(F)cc1)N1CCN(c2ccccc2)CC1	-2	0	9	17%	3	-2%	-0.1%	1%	1%	-15%	0%
N=c1ccn2c(n1)O[C@H]1[C@H](O)[C@@H](CO)O[C@H]12	0	-6	15	/	2&4	8%	0.2%	?	4%	?	3%
Cc1occc1C(=O)Nc1cc(C(F)(F)F)ccc1Cl	19	6	-1	-3%	1	?	0.3%	2%	1%	-13%	0%
O=C1CCC(=O)N1OCCCOc1ccccc1	-30	3	-12	0%	3	9%	0.2%	6%	1%	8%	2%
Cc1sc(NC(=O)CSc2nnc(N)s2)c(C#N)c1C	5	-9	-22	2%	0	?	0.1%	-3%	1%	-2%	4%
O=C(NC[C@@H]1CC[C@@H](Cc2ccc(-c3ccccc3)cc2)O1)Nc1ccc(Br)cc1	2	-2	-17	/	/	?	-0.7%	-20%	-2%	0%	/
COc1ccc(OC)c(C2C(C(=O)c3ccco3)=C(O)C(=O)N2CCN2CCOCC2)c1 (stereo not given)	/	/	/	0%	/	?	-0.3%	/	2%	16%	3%
O=C(NNC(=O)c1n[nH]c(=O)c2ccccc12)c1ccc(Br)cc1	9	-3	-7	-1%	-1	?	0.1%	0%	8%	-5%	5%
Cc1cnc(C(=O)Nc2nc(-c3ccccc3)cs2)cn1	10	-13	-6	-8%	4	7%	-0.4%	0%	-1%	1%	1%
CCn1c2ccc(F)cc2c2nnc(SCCN3CCOCC3)nc21	-10	-3	-11	/	1	7%	-0.7%	10%	2%	-17%	0%
CC1CN(c2oc(-c3cccs3)nc2C#N)CC(C)O1 (stereo not given)	-11	-7	14	-3%	0	2%	-0.4%	4%	0%	-1%	4%
O=C(NCc1ccccc1F)c1ccc(S(=O)(=O)Nc2cccc(C(F)(F)F)c2)cc1	21	0	2	-8%	0	?	0.6%	-2%	0%	-7%	-2%
COc1cccc(C2=NOC(C(=O)Nc3cccnc3)C2)c1 (stereo not given)	3	-33	-7	1%	0	-11%	-1.8%	/	3%	15%	3%
CCSc1nnc2c3cc(CC)ccc3n(C)c2n1	13	-1	17	2%	-1	0%	-0.4%	9%	0%	-5%	0%
CCCn1c(C)cc(/C=C(\C#N)C(=O)OCC(=O)Nc2cccc(OC)c2)c1C	?	11	12	2%	3	-13%	-0.8%	2%	1%	2%	0%
CC1CCC(NC(=O)CCN2C(=O)C3CC=CCC3C2=O)CC1 (stereo not given)	-24	5	-13	/	/	1%	-0.6%	-1%	0%	-40%	/
CCn1c(=O)c(C(=O)CN(C)Cc2cccc(OC)c2OC)c(N)n(Cc2ccccc2)c1=O	24	2	0	3%	-3	?	-0.3%	5%	1%	14%	4%
Cc1ccccc1-n1ccnc1SCC(=O)O	-17	-2	5	-7%	1	-24%	-0.4%	-4%	5%	1%	1%
N#C/C(=N\O)c1nc(-c2ccccc2)cs1	-5&3	-8&0	-20&-1	-5%&-1%	10	?	-0.5%&-0.1%	1%&4%	2%&0%	-3%&-5%	5%&-1%
CCCNC(=O)/C=C/c1ccc(S(=O)(=O)Nc2ccccc2OC)cc1	-10	3	31	19%	-2	-14%	-0.9%	4%	-6%	-4%	1%
O=C1NN(c2ccc(Br)cc2)C(=O)/C1=C\c1ccc(O)cc1O	0	-7	5	2%	3	?	0.7%	4%	-8%	4%	?
COc1ccc(S(=O)(=O)N(CC(=O)NCc2ccco2)c2ccccc2)cc1OC	1	-17	6	1%	-2	6%	0.0%	1%	4%	-5%	-6%
Cc1ccccc1N1CCN(c2ncnc3scc(-c4cccs4)c23)CC1	-6	16	-9	-3%	/	17%	-0.9%	3%	1%	-18%	-3%
N#Cc1ccc(C(=O)Nc2nnc(-c3ccco3)o2)cc1	-5	-9	2	0%	-1	?	0.0%	-15%	2%	7%	13%
Cc1onc(-c2c(F)cccc2Cl)c1C(=O)N1CCCc2ccccc21	19	1	5	2%	-3	3%	-0.5%	-14%	-1%	-19%	-1%
O=C(/C=C/c1cccc(Cl)c1)N1CCC(Cc2ccccc2)CC1	13	0	-8	6%	3	?	-1.6%	-5%	3%	-1%	0%
CC(=O)N(CC(C)(C)CC=C(C)C)c1ccccc1	/	/	/	-5%	-2	-2%	0.2%	/	1%	10%[15.4 µM]	2%
COc1ccccc1C(=O)N/N=C/c1ccc(Cl)s1	25	-14	18	10%	-4	?	-1.1%	2%	2%	7%	2%
Cc1cc(C)c(C(=O)CSc2nnc(N)s2)c(C)c1	7	-7	-9	-1%	-2	-1%	0.0%	16%	0%	1%	-1%
COc1ccc(-c2cc(C(=O)Nc3c(C)nn(Cc4ccc(Cl)cc4)c3C)no2)cc1	13	2	-39	12%	3	?	-0.8%	/	0%	26%	2%

Screening data from PubChem.
